TSHR antagonist: Antagonists of the Thyroid Stimulating Hormone Receptor: HTS campaign; Thyrotropin receptor (Homo sapiens), P16473; TSHR-expressing cells, TSH-stimulated cAMP HTRF, 2 h; active compounds read low; activity change, negative = inhibition, % at 11.5 µM; actives 0.2% (n = 330,000); AID 504810, 2011;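 active = activity change below a set negative limit, meaning inhibition stronger than a set level, cut at about -70% in these data; inconclusive = activity change between two set negative limits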; also: % is scaled to controls: 0 for no effect and ±100 for the full control effect
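TSHR-expressing cells were treated with compounds, then stimulated with TSH at EC80 (4nM final) for 2 hours at 37 deg C. Cellular cAMP was measured by HTRF competition between lysate cAMP and cAMP-d2 for a cryptate-labelled anti-cAMP antibody.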
USP2a inh: qHTS Assay for Inhibitors of Ubiquitin-specific Protease USP2a Using CHOP2 as the Reporter | Ubiquitin carboxyl-terminal hydrolase 2 (Homo sapiens), O75604 | USP2 core, Ub-CHOP2 coupled fluorogenic reporter, 485/531 | Potency, µM (top dose mostly 38.3 µM), inactives show top-dose activity change, negative = inhibition, hits mostly inhibitors | actives 0.01% (n = 330,000) | AID 463254, 2010;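 also: potency is read from the fitted curve at half-maximal effect; plate controls were DMSO wells for no effect and full inhibition by NEM control for full effect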
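USP2 core (10nM final) preincubated 30min RT with compound in 20mM Tris-HCl pH 8.0, 2mM CaCl2, 2mM beta-mercaptoethanol, 0.05% CHAPS; 25nM Ub-CHOP2 plus 25nM reporter substrate added, fluorescence (Ex485/Em531) read after 60min.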
A-T KAP1 phos: qHTS Assay for Identifying a Potential Treatment of Ataxia-Telangiectasia; actives 0.19% (n = 320,000); Potency, µM (top dose mostly 57.5 µM), for inactives: at the highest dose activation, usual class: activators; […] A-T fibroblasts, KAP-1 phosphorylation AlphaLISA; neocarzinostatin DNA damage 30 min before lysis; also: potency is read from the fitted curve at half-maximal effect; % of control where 0% means no effect; nearly all actives have a fitted effect of over 45% in size
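ATM-like activity read as KAP-1 phosphorylation via AlphaLISA donor/acceptor antibody pairs after lysis and 6 hr at 25C. Cells were ATM-null patient fibroblasts ([…], hTERT), dosed 60 min, then exposed to the DSB inducer NCS for 30 min.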
KCNH2 3.1 inh: qHTS for Inhibitors of KCHN2 3.1: Mutant qHTS; U2OS KCNH2 3.1, thallium flux FluxOr; active compounds read low; activity change, % (tested at about 1.8 µM); actives 0.95% (n = 340,000);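 active = maximum activity change below -70%; inconclusive = maximum activity change from -70% to -50%; inactive = maximum activity change above -50%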;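 also: thallium influx rate constant from kinetic fluorescence after stimulation buffer; % is scaled to controls: 0 for no effect and ±100 for the full control effect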
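Normalized rate constant (relative to positive and negative DMSO controls) derived from a 2 min kinetic fluorescence read after stimulation; U2OS cells expressing the 3.1 isoform via virus at 1.77 x 10^8 /mL.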
TCR activator: Activators of T cell receptors: qHTS campaign | primary human leukocytes, anti-CD3, IL-2 HTRF, 48 h | Potency, µM (doses to about 9.22 µM), inactives show at the top dose activation of IL-2 secretion, actives largely listed as activators | 330,000 tested, under 10 active | AID 504894, 2011; also: % of control where 0% means no effect
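Human primary leukocytes + a-CD3 beads + cpd, 48 hr; IL-2 in supernatant by HTRF (ex 320nm / em 665nm). No co-stimulatory signal supplied.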
TRPV1 ag: HTS Assay for Compounds that Act as Agonists of the Vanilloid Receptor 1; Transient receptor potential cation channel subfamily V member 1 (Homo sapiens), Q8NER1; TRPV1-expressing cells, Fluo-8 calcium influx, agonist mode; activation, % at 8.33 µM; actives 0.19% (n = 320,000); AID 540275, 2011; in the data active = activation above about 80%; inconclusive = between about 30% and that limit; also: 0% is about no effect
Target sequence (Q8NER1 whole entry, looked up): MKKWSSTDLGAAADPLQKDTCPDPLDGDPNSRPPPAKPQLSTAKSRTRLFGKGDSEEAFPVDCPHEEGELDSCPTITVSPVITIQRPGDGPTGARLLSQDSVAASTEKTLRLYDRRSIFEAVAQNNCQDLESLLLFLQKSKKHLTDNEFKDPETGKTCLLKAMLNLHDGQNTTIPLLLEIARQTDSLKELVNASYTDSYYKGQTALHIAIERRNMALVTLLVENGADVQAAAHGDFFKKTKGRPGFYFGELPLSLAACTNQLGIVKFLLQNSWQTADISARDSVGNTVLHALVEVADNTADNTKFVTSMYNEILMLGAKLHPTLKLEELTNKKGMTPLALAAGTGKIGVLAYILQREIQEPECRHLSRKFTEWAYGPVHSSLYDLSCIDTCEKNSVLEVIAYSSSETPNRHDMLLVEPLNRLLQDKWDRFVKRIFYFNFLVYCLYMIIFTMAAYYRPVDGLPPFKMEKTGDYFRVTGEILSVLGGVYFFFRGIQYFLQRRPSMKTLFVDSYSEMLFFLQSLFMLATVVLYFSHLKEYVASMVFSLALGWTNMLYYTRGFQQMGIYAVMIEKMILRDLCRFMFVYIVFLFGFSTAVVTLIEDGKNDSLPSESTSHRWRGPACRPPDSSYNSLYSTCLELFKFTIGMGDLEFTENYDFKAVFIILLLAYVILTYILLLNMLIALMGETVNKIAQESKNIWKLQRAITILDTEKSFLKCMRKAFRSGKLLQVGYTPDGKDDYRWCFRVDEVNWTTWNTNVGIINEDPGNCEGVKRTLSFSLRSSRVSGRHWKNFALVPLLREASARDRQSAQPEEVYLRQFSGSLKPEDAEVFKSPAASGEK
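Cells expressing TRPV1 were dye-loaded with Fluo-8 and read kinetically: 10 s baseline, 3 min after compound (agonist portion), then 2 min after EC20 capsaicin (allosteric enhancer portion). Calcium-bound dye fluorescence at 480/520 nm.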
hERG WT inh: qHTS for Inhibitors of KCHN2 3.1: Wildtype qHTS; U2OS, BacMam KCNH2, thallium flux FluxOr; active compounds read low; activity change, % at 1.84 µM; actives 0.37% (n = 340,000);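 active = maximum activity change below -70%; inconclusive = maximum activity change between -70% and -50%; inactive = maximum activity change above -50%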; also: % is scaled to controls: 0 for no effect and ±100 for the full control effect
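U2OS cells transduced with wild-type KCNH2 virus are loaded with FluxOr dye for 45 min, and thallium flux is measured in kinetic reads before and after stimulation buffer. Rate constants are normalized to DMSO controls.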
Mito fusion yeast: qHTS Assay for Small Molecule Inhibitors of Mitochondrial Division or Activators of Mitochondrial Fusion. S. cerevisiae fusion-defective mutant growth rescue, CellTiterGlo 48 h. Potency, µM (series often up to 46.1 µM), without a hit: at the top dose growth rescue (activation), usual class: activators. actives 0.23% (n = 320,000);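 also: potency is read from the fitted curve at half-maximal effect; % of control where 0% means no effect; nearly all actives have a fitted effect of over 45% in size; temperature-sensitive fusion mutants such as fzo1-1 at 37 °C on non-fermentable ethanol glycerol medium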
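Temperature-sensitive fusion-defective S. cerevisiae (e.g. fzo1-1, mgm1-5) were grown with compound in YPEG medium (3% ethanol, 3% glycerol) for 48 hours at 37C. Growth rescue was measured as viability by CellTiterGlo luminescence after 10 minutes at ambient.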
Eya2 phos inh: qHTS Assay for Inhibitors of the Phosphatase Activity of Eya2 | recombinant Eya2, OMFP fluorescence dephosphorylation (OMFP is methylfluorescein phosphate) | Potency, µM (highest dose often 76.9 µM), for inactives: top-dose activity, negative = inhibition, hits mostly inhibitors | actives 0.006% (n = 330,000) | AID 488837, 2010; also: potency is read from the fitted curve at half-maximal effect; % is scaled to controls: 0 for no effect and ±100 for the full control effect
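Eya2 protein (added as 0.2 uM solution) was preincubated with compound for 10 min at ambient temperature in 50 mM HEPES pH 7.5, 50 mM NaCl, 5 uM MgCl2, 0.05% BSA, 1 mM DTT. OMFP (added at 50 uM) then reacted 10 min; fluorescence read at 485/525 nm.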
ELG1 repair inh: qHTS screen for small molecules that inhibit ELG1-dependent DNA repair in human embryonic kidney (HEK293T) cells expressing luciferase-tagged ELG1; HEK293T ELG1-luciferase reporter, luminescence, 16 h; DNA damage induced by 5-fluorouridine; Potency, µM (top dose mostly 46.1 µM), for the others: top-dose activity change, negative = inhibition, actives largely listed as inhibitors; actives 2.3% (n = 330,000); also: potency is read from the fitted curve at half-maximal effect; % is scaled to controls: 0 for no effect and ±100 for the full control effect; nearly all actives have a fitted effect of over 55% in size
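Quantitative HTS, concentration-response format. 2,000 cells/well co-treated with 5-fluorouridine and compound, 16 hr in 5% CO2 at 37 °C; ONE-Glo luminescence read after 30 min.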
Numbers without * were called inactive; i = inactive; ? = inconclusive; / = no result given; [ ] = dose if it differs, or a comment. Unless noted, calls follow the shape of the dose curve; as a rule, active = well fitted curve in the direction sought with a large enough effect; inconclusive = small, poorly fitted or top-dose-only effect, or another doubt; inactive = no such curve, though single readings can be large; an effect the other way counts as inactive or inconclusive. This is a subset; rates above refer to the full screens.

SMILES	TSHR antagonist	USP2a inh	A-T KAP1 phos	KCNH2 3.1 inh	TCR activator	TRPV1 ag	hERG WT inh	Mito fusion yeast	Eya2 phos inh	ELG1 repair inh
O=C(CSc1ccccn1)N/N=C/C=C/c1ccccc1	3	6%	/	1	0%[46.1 µM]	19	3	-2%	4%	?
COc1ccc(NC(=O)CN(C)S(=O)(=O)c2ccc(Br)s2)cc1	43	-1%	11%	-3	-6%	4	-6	14%	8%	-4%
S=C(Nc1ccc(Cl)cc1)NN1CCOCC1	-10	4%	10%	9	1%[46.1 µM]	0	2	-7%	4%	10%
CCc1nonc1NC(=O)c1oc2c(C)c(C)ccc2c1C	-11	1%	6%	-23	7%	-3	9	-6%	-7%	-2%
CCn1c(-c2csc(-c3ccccc3)n2)n[nH]c1=S	/	/	/	2	0%	3	-4	-3%	/	/
CC1=NN(C(N)=S)C(=O)C1N=Nc1ccc(Cl)cc1 (configuration not stated)	-14	3%	-12%	-20	/	0	-5	5%	-3%	?
COc1ccc([N+](=O)[O-])cc1NC(=O)COC(=O)c1ccccc1C(=O)c1ccccc1	-4	3%	8%	-2	0%[46.1 µM]	-1	-3	-2%	3%	-20%
CCCN(CC(=O)NC(=O)NC1CCCCC1)CC(=O)Nc1cc(Cl)ccc1Cl	9	-9%	-4%	3	4%	4	-9	0%	-19%	?
CCCN(CC(=O)Nc1ccccc1C)C(=O)c1ccc2c(c1)OCO2	-1	1%	6%	22	1%	-3	-5	2%	7%	1%
CCN(CC)S(=O)(=O)c1ccc(C(=O)Nc2nnc(C(C)C)s2)cc1	4	0%	5%	1	4%	?	-4	-2%	14%	?
Clc1ccc(-c2nnc(NC3=NCCCCC3)o2)cc1	-10	1%	2%	0	1%	22	-3	-1%	-2%	?
O=C(Cc1cccs1)NCc1ccc(Cl)cc1	8	1%	-3%	4	1%	?	-5	2%	0%	21%
Cc1ccccc1C(=O)Nc1ccccc1N1CCCCC1	-26	0%	?	13	-37%	?	i	4%	-11%	-7%
COc1ccc(S(=O)(=O)N(Cc2cc3ccc(OC)cc3[nH]c2=O)CC2COCCO2)cc1 (configuration not stated)	15	0%	11%	-3	-1%	1	-1	10%	-4%	?
CCOC(=O)C(=O)c1c(C)cc2ccccn12	32	0%	?	50	-7%	7	0	-7%	-16%	42%
O=C(CNC(=O)c1cccnc1)N=Nc1c(O)[nH]c2c(Br)cc(Br)cc12	-9	-1%	-3%	-23	-2%	-1	18	9%	3%	2%
Cc1cc(C)nc(N2CCC(C(=O)Nc3nnc(C)s3)CC2)n1	-6	0%	1%	-3	-2%	-4	7	-2%	0%	0%
COc1ccc(C2C(=O)c3ccccc3C2=O)c(OC)c1	3	2%	-1%	3	1%	0	6	0%	-9%	4%
COC(=O)c1ccc(CSc2nc3scc(-c4cccs4)c3c(=O)[nH]2)o1	-13	-12%	-5%	17	0%	3	1	3%	-7%	-2%
CCc1ccc(N2CC(C)Cn3c2nc2c3c(=O)n(CCN3CCOCC3)c(=O)n2C)cc1 (configuration not stated)	47	1%	22%	-6	3%	11	5	-2%	5%	-5%
O=S(=O)(c1cc(Cl)ccc1Cl)N1CCCCC1	-21	-10%	9%	-12	-4%	4	0	8%	-10%[15.4 µM]	0%
O=C(CN1CCC(Cc2ccccc2)CC1)N1CCc2ccccc2C1	2	2%	-2%	-90*	0%	-4	-35	-3%	4%	0%
c1ccc(CSc2ncnc3sccc23)cc1	-4	-2%	8%	-18	-3%	1	9	-2%	-8%	?
Cn1c(N2CCOCC2)nc(-c2ccccc2)c1-c1ccccc1	13	3%	/	0	-4%	10	2	-4%	0%	-27%
COc1ccc(C2=CC(=O)C[C@H](c3ccc(Cl)cc3)C2)cc1	-12	2%	4%	7	-8%	?	3	?	-4%	-19%

Sorted by the number under Eya2 phos inh (falling): 7 of the compounds above
SMILES | Eya2 phos inh
COc1ccc(NC(=O)CN(C)S(=O)(=O)c2ccc(Br)s2)cc1 | 8%
O=C(CN1CCC(Cc2ccccc2)CC1)N1CCc2ccccc2C1 | 4%
COc1ccc([N+](=O)[O-])cc1NC(=O)COC(=O)c1ccccc1C(=O)c1ccccc1 | 3%
Clc1ccc(-c2nnc(NC3=NCCCCC3)o2)cc1 | -2%
CC1=NN(C(N)=S)C(=O)C1N=Nc1ccc(Cl)cc1 (configuration not stated) | -3%
COc1ccc(C2C(=O)c3ccccc3C2=O)c(OC)c1 | -9%
Cc1ccccc1C(=O)Nc1ccccc1N1CCCCC1 | -11%

Single records, as listed above:
Results for `S=C(Nc1ccc(Cl)cc1)NN1CCOCC1` = TSHR antagonist: -10; USP2a inh: 4%; A-T KAP1 phos: 10%; KCNH2 3.1 inh: 9; TCR activator: 1%[46.1 µM]; TRPV1 ag: 0; hERG WT inh: 2; Mito fusion yeast: -7%; Eya2 phos inh: 4%; ELG1 repair inh: 10%
Results for `CCCN(CC(=O)Nc1ccccc1C)C(=O)c1ccc2c(c1)OCO2` = TSHR antagonist: -1; USP2a inh: 1%; A-T KAP1 phos: 6%; KCNH2 3.1 inh: 22; TCR activator: 1%; TRPV1 ag: -3; hERG WT inh: -5; Mito fusion yeast: 2%; Eya2 phos inh: 7%; ELG1 repair inh: 1%

Additional entries
SMILES	TSHR antagonist	USP2a inh	A-T KAP1 phos	KCNH2 3.1 inh	TCR activator	TRPV1 ag	hERG WT inh	Mito fusion yeast	Eya2 phos inh	ELG1 repair inh
O=c1c2ccccc2nc(/C=C/c2ccc3c(c2)OCO3)n1CCCO	10	2%	2%	7	4%	7	0	12%	-2%	-6%
Cc1cc2c(c(=O)n1Cc1ccc3c(c1)OCO3)C(c1cccnc1)C(C#N)=C(N)O2 (configuration not stated)	-7	3%	-1%	-8	-4%	1	1	5%	-6%	0%
CC#CC[N+](C)(C)CCCCCCCC	0	5%	12%	-4	-7%	-4	-2	-6%	?	?
C=CCn1c(SCC(=O)Nc2ccc(C)cc2C)nnc1-c1cccnc1	7	6%	-3%	12	1%	-2	-1	1%	28%	-4%
COC(=O)c1ccc(CNC(=O)c2ccc(OC)c(S(=O)(=O)NC3CCCC3)c2)cc1	-14	0%	15%	8	-5%	-1	-1	1%	4%	-25%
CCOC(=O)Cn1nnc(-c2cc(OC)c(OC)c(OC)c2)n1	-8	1%	-2%	-8	6%	-4	-4	-13%	-3%	-1%
Cc1ccc2cc([N+](=O)[O-])ccc2n1	-5	1%	-19%	-1	3%	-3	0	0%	-11%	0%
CCOC(=O)c1c(-c2ccccc2)oc2ccc(O)c(CN3CCOCC3)c12	-4	1%	6%	7	4%	7	3	18%	4%	?
CCOCCOC(=O)c1[nH]c2c(c1C)C(=O)CC(c1cccs1)C2 (configuration not stated)	4	-1%	3%	-10	0%	?	1	1%	-8%	?
CC(C)NS(=O)(=O)c1ccc(NCCCn2ccnc2)c([N+](=O)[O-])c1	0	1%	-12%	12	2%	4	7	-5%	2%	?
CCS(=O)(=O)n1nc(-c2ccco2)nc1SC	/	/	/	6	/	1	-8	-4%	/	/
COC(=O)c1ccc(CN2C(=O)NC3(CCCCC3C)C2=O)o1 (configuration not stated)	5	-1%	8%	12	1%	-5	6	-2%	-7%	0%
O=C(Cn1cnc2ccccc21)NCCCN1CCOCC1	10	1%	19%	2	0%	-2	-3	1%	6%	3%
COc1nnc(-c2ccc(N3CCOCC3)c(NC(C)=O)c2)c2ccccc12	5	1%	2%	-1	1%	2	-9	-1%	1%	0%
COc1ccc(C)cc1NC(=O)COC(=O)c1ccccc1SCC(=O)N1CCCC1	9	1%	7%	1	14%	-3	-22	4%	-9%	?

Filtered by structure, the compounds so far containing a nitro group on carbon.
SMILES	TSHR antagonist	USP2a inh	A-T KAP1 phos	KCNH2 3.1 inh	TCR activator	TRPV1 ag	hERG WT inh	Mito fusion yeast	Eya2 phos inh	ELG1 repair inh
COc1ccc([N+](=O)[O-])cc1NC(=O)COC(=O)c1ccccc1C(=O)c1ccccc1	-4	3%	8%	-2	0%[46.1 µM]	-1	-3	-2%	3%	-20%
Cc1ccc2cc([N+](=O)[O-])ccc2n1	-5	1%	-19%	-1	3%	-3	0	0%	-11%	0%
CC(C)NS(=O)(=O)c1ccc(NCCCn2ccnc2)c([N+](=O)[O-])c1	0	1%	-12%	12	2%	4	7	-5%	2%	?

Screening data: PubChem, National Center for Advancing Translational Sciences (NCATS)
